Screening data deposited in PubChem by National Center for Advancing Translational Sciences (NCATS).
HEK293 viab: GF-AFC viability counterscreen for inhibitors of alpha-synuclein gene (SNCA) expression; HEK-293-SNCA-luc viability, GF-AFC fluorescence, 24 h; Potency, µM (doses to about 57.1 µM), for the others: at the highest dose activity change, negative = cytotoxicity, hits mostly cytotoxic; hit rate 0.12% among 150,000;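 further: potency means the concentration at half of the fitted maximal effect; 0% = DMSO-treated cells and -100% = medium-only wells without cells; nearly all actives have a fitted effect of over 30% in size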
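Cytotoxicity counterscreen: after 24 h compound treatment of genome-edited SNCA-luciferase HEK-293 cells, live-cell protease substrate GF-AFC read by fluorescence after 30 min; activity scaled between DMSO (0%) and medium-only (-100%), curves Hill-fitted.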
HEK293 tox: Cytotoxic Profiling in HEK 293 Cell Line of Diverse Libraries Using Quantitative High-Throughput Screening | hit rate 6.6% among 94,000 | HEK 293 viability, ATP luminescence (CellTiter-Glo), 48-72 h | Potency, µM (series often up to 115 µM), for inactives: top-dose activity change, negative = cytotoxicity, actives largely listed as inhibitors; further: potency means the concentration at half of the fitted maximal effect; nearly all actives have a fitted effect of over 60% in size
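CellTiter-Glo luminescence (cellular ATP) was read after 48 or 72 hr of compound exposure at 37 degree Celsius. Cells were HEK 293 plated at 250 cells/well.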
3T3 cytotox: Cytotoxic Profiling in NIH 3T3 Cell Line of Diverse Libraries Using Quantitative High-Throughput Screening; NIH 3T3 viability, CellTiter-Glo ATP luminescence, 48-72 h; Potency, µM (series often up to 96.7 µM), inactives show at the highest dose activity change, negative = cytotoxicity, hits mostly inhibitors; hit rate 4.3% among 94,000; AID 1345082, 2018; further: potency means the concentration at half of the fitted maximal effect; nearly all actives have a fitted effect of over 55% in size
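Luminescent ATP readout (CellTiter-Glo, 10 min RT) after 48 or 72 hr compound exposure of NIH 3T3 cells seeded at 400 cells/well in 1536-well format; quantitative HTS.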
FLuc inh: Firefly luciferase inhibition profiling of diverse chemical library using quantitative high-throughput screening; purified P. pyralis luciferase, luminescence, biochemical; Potency, µM (series often up to 115 µM), for inactives: top-dose activity change, negative = inhibition, usual class: inhibitors; hit rate 2.5% among 76,000; AID 1347043, 2019; further: potency means the concentration at half of the fitted maximal effect; nearly all actives have a fitted effect of over 65% in size
Target sequence (P08659 whole entry, looked up): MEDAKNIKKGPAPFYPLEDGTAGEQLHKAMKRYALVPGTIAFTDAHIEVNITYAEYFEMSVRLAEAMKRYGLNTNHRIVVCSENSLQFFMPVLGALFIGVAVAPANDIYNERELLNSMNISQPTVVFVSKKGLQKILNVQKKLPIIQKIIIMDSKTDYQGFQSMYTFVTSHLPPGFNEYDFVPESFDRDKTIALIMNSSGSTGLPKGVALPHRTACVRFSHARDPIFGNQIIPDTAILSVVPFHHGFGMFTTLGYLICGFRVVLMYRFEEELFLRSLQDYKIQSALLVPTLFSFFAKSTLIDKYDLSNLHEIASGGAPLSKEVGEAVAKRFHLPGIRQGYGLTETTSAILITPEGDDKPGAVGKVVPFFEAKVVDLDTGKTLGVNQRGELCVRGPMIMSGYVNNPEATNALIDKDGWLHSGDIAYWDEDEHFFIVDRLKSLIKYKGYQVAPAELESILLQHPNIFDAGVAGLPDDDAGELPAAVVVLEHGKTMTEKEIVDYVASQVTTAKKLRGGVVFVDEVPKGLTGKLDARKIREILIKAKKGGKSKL
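Luminescence read by CCD imager after adding enzyme (10nM final) to wells holding compound, titrated in qHTS. Substrates 10uM each D-luciferin and ATP; buffer 50mM Tris acetate pH 7.5, 10mM Mg acetate, Tween-20, BSA.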
IP6K1 inhibitor: Primary qHTS assay for small molecule inhibitors of Inositol hexaphosphate kinase 1 (IP6K1); Inositol hexakisphosphate kinase 1 (Homo sapiens), Q92551; IP6K1 kinase, ADP-Glo luminescence, 2 h; stronger effect = lower value; activity change, % (series mostly up to about 58 µM); hit rate 0.81% among 140,000; AID 1645851, 2021; in the data active means activity change below about -25%
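ADP-Glo luminescence measures ADP made by human IP6K1 during a 2 h RT reaction with ATP/IP6 (mix at 1.3 mM/130 uM); top library doses 57.5 and 19.1 uM final.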
SNCA expr inhib: Primary qHTS assay for inhibitors of alpha-synuclein gene (SNCA) expression. HEK-293 SNCA-luciferase knock-in, luminescence, 24 h. Potency, µM (highest dose often 57.2 µM), for inactives: at the top dose activity change, negative = inhibition, usual class: inhibitors. hit rate 0.17% among 140,000. AID 1671194, 2021;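 further: potency means the concentration at half of the fitted maximal effect; plate controls were DMSO cells for no effect and cell-free wells for full effect; nearly all actives have a fitted effect of over 45% in size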
GPT2 inhibitor: Primary qHTS assay for inhibitors of Glutamate pyruvate transaminase 2 (GPT2); Alanine aminotransferase 2 (Homo sapiens), Q8TD30; hit rate 0.25% among 100,000; Recombinant GPT2, coupled pyruvate oxidase/HRP Amplex Red fluorescence; Potency, µM (highest dose often 57.7 µM), without a hit: at the highest dose activity change, negative = inhibition, usual class: inhibitors; further: potency means the concentration at half of the fitted maximal effect; nearly all actives have a fitted effect of over 60% in size; many of its hits are not listed in these tables
Target sequence (Q8TD30 whole entry, looked up): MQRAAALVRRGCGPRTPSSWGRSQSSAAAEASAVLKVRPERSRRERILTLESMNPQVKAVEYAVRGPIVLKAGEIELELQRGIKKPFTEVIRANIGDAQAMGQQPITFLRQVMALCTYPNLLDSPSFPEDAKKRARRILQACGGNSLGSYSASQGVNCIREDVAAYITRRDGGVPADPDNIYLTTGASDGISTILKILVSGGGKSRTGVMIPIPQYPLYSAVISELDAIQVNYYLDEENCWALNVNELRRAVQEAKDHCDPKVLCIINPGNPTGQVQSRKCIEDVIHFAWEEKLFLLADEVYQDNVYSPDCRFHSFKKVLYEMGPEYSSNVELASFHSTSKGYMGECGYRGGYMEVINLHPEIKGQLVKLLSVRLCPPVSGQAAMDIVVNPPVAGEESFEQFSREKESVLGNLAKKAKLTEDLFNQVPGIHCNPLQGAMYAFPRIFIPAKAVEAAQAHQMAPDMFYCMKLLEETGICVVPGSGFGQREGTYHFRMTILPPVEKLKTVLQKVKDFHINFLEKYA
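Recombinant GPT2 (10ng/uL) with 250uM a-KG and 2mM L-alanine, 30 min at room temperature, in HEPES pH 7.5 buffer. Pyruvate detected by pyruvate oxidase/HRP/Amplex Red fluorescence after 30 min in the dark; AOA (50uM) as positive control.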
Numbers without * were called inactive; i = inactive; u = inconclusive; x = not tested or not shown; [ ] = another dose, or the depositor's remark. Unless noted, the call rests on the fitted dose curve; in most records, active means well fitted curve in the direction sought with a large enough effect; inconclusive means small, poorly fitted or top-dose-only effect, or another doubt; inactive means no such curve, though single readings can be large; an effect the other way counts as inactive or inconclusive. Unless noted, on the % scale 0 is the no-effect control and ±100 the full control effect.

SMILES | HEK293 viab | HEK293 tox | 3T3 cytotox | FLuc inh | IP6K1 inhibitor | SNCA expr inhib | GPT2 inhibitor
COc1ccc(CNC(=O)[C@H]2O[C@H](CCN3CCN(c4ccccc4OC)CC3)CC[C@@H]2O)cc1 | u | -18% | -26% | -1% | -8 | 0% | i
Cc1ccc(Nc2ccnc(N3CCCC3C(=O)NCc3cccc(F)c3)n2)cc1 (configuration not stated) | -6%[12.5 µM] | u | -26% | x | -2 | 12% | i
O=C(c1cn(Cc2ccccc2F)nn1)N1CCC(O)(c2cccc(C(F)(F)F)c2)CC1 | -2% | u | u | 0% | 12 | -24% | 0%
O=C(c1ccccc1)N1CCn2c(nnc2-c2ccc(Cl)cc2)C1 | -6% | i | u | x | 6 | 6% | i
CN1Cc2ccc(NCc3ccccc3)nc2C(C)(C(=O)NCc2cccnc2)C1 (configuration not stated) | 5%[87.6 µM] | u | u | -20%[172 µM] | 2 | 22%[87.6 µM] | -1%[88.5 µM]
CC(=O)N[C@@H](CCC(N)=O)C(=O)O | 19%[23.9 µM] | x | x | x | 1 | 15%[25.6 µM] | i
CC1CCCN(Cc2c(O)ccc3c(=O)c(-c4ccc(Cl)cc4)c(C(F)(F)F)oc23)C1 (configuration not stated) | 5% | x | x | x | 7 | -19% | x
CCc1ccccc1C(=O)N[C@@H]1c2ccccc2C2(CCNCC2)[C@H]1OC | u | -20% | 0% | 2% | 5 | -2% | 1%
CC(C)c1nc2c(c(-c3ccc(O)cc3)n1)CCN(CC1CCCCC1)CC2 | -4% | u | u | -3% | 1 | 1% | i
CNC(=O)c1cccc(-c2cnc3[nH]cc(CC(=O)Nc4ccccc4Cl)c3c2)c1 | u | 89µM* | u | u | -26* | 56%[activator][87.6 µM] | -15%[88.5 µM]
COc1ccc(NC(=O)Cn2c(N(C)Cc3ccccc3)nc(C)cc2=O)cc1OC | -14% | u | u | 1% | 5 | u | i
C=C1CCC2C(C)(COC3OC(COC(=O)CC(=O)O)C(O)C(O)C3O)CCCC2(C)C1CCC1=CCOC1=O (configuration not stated) | -6%[23.9 µM] | x | x | x | 2 | x | 4%[27.3 µM]
Cc1noc(-c2cn(C3CCN(C(=O)c4ccc(OC(F)(F)F)cc4)CC3)nn2)n1 | -8% | -2% | -33% | -9% | 6 | 0% | -5%
C=CCC1(C(=O)O)CCCN(Cc2cc3c(cc2OC)OCO3)C1 (configuration not stated) | -3% | -9% | 1% | 7% | 21 | 11% | 3%
COc1cccc(CNC(=O)C(c2ccc(F)cc2)N(C)C)c1OC (configuration not stated) | -14% | -25% | -7% | 7% | 10 | -13% | i
CN1C(=O)c2ccccc2CC12CN(C(=O)c1ccc(Cl)cc1)C2 | -13% | u | -15% | x | 8 | -20% | -7%
COc1ccc(Cn2c(C3CCN(C(=O)c4ccc(OC)cc4)CC3)n[nH]c2=O)cc1 | 4% | 0% | -4% | 6% | 0 | 1% | -3%
CCOC(=O)c1ccc(N2C(=O)c3n[nH]c(C)c3C2c2ccccc2OC)cc1 (configuration not stated) | u | x | x | x | 4 | -19% | x
CC1CCC2(CC1)OCC(C(=O)NCc1ccccc1)N2C(=O)c1ccc(Cl)c(Cl)c1 (configuration not stated) | -23% | u | 20µM* | -8% | 10 | u | -8%
O=C(O)CCC(=O)N1C[C@@H]2C[C@H]1C(=O)N(Cc1ccc(OC(F)(F)F)cc1)c1ccccc1O2 | 5% | -2% | i | -4% | 6 | -11% | -1%
Cn1ncc2c(-c3ccc([S+](C)(=O)[O-])cc3)cc(C(=O)N3CCCC3)nc21 | 7% | -1% | -20% | x | 3 | 9% | i
O=C(c1ccc(Br)cc1)N1CCC(c2nc3ccccc3s2)CC1 | 12% | x | x | x | 19 | u | x
COCCO[C@H]1C(=O)N(C2CCN(C(=O)c3ccc(OC)nc3)CC2)[C@H]1c1ccncc1 | -1% | i | -13% | -12% | 12 | 4% | i
COc1cc(N2CCC(CO)(Cc3ccccc3C(F)(F)F)CC2)ncn1 | -24% | u | u | 14% | -6 | u | 5%
CCOC(=O)c1nnc2c(-c3ccc(OC)cc3)c(C)nn2c1N | 22% | x | x | x | -16 | -9% | x

Arranged by length of the SMILES (smallest number first): part of the list above
SMILES | HEK293 viab | HEK293 tox | 3T3 cytotox | FLuc inh | IP6K1 inhibitor | SNCA expr inhib | GPT2 inhibitor
COc1ccc(NC(=O)Cn2c(N(C)Cc3ccccc3)nc(C)cc2=O)cc1OC | -14% | u | u | 1% | 5 | u | i
COc1ccc(Cn2c(C3CCN(C(=O)c4ccc(OC)cc4)CC3)n[nH]c2=O)cc1 | 4% | 0% | -4% | 6% | 0 | 1% | -3%
CC1CCC2(CC1)OCC(C(=O)NCc1ccccc1)N2C(=O)c1ccc(Cl)c(Cl)c1 (configuration not stated) | -23% | u | 20µM* | -8% | 10 | u | -8%
CC1CCCN(Cc2c(O)ccc3c(=O)c(-c4ccc(Cl)cc4)c(C(F)(F)F)oc23)C1 (configuration not stated) | 5% | x | x | x | 7 | -19% | x
COc1ccc(CNC(=O)[C@H]2O[C@H](CCN3CCN(c4ccccc4OC)CC3)CC[C@@H]2O)cc1 | u | -18% | -26% | -1% | -8 | 0% | i

Complete entries, looked up by structure. Order of values: HEK293 viab	HEK293 tox	3T3 cytotox	FLuc inh	IP6K1 inhibitor	SNCA expr inhib	GPT2 inhibitor
Profile of Cc1ccc(Nc2ccnc(N3CCCC3C(=O)NCc3cccc(F)c3)n2)cc1 (configuration not stated) → -6%[12.5 µM]	u	-26%	x	-2	12%	i
Profile of CC(=O)N[C@@H](CCC(N)=O)C(=O)O → 19%[23.9 µM]	x	x	x	1	15%[25.6 µM]	i

Remaining list, next part.
SMILES | HEK293 viab | HEK293 tox | 3T3 cytotox | FLuc inh | IP6K1 inhibitor | SNCA expr inhib | GPT2 inhibitor
COc1cc(C(=O)NC2CCN(C)CC2)c(F)cc1Nc1ncc2c(n1)N(C1CCCC1)CC(F)(F)C(=O)N2C | u | x | x | x | -15 | x | 1%
O=C1CC(NS(=O)(=O)N2CCCC2)CN1Cc1ccc(F)cc1 (configuration not stated) | 4% | -15% | -16% | -3% | 5 | u | 2%
COc1ccc(CN2CC(Oc3ccccc3C(=O)NCc3ccccc3)C2)c(OC)c1 | -3% | 50µM* | u | 2% | -18 | -16% | 0%
Cc1noc([C@@H]2CC(F)(F)CN2C(=O)c2ocnc2C)n1 | 17% | -3% | -3% | -12% | -4 | 24% | 1%
Cc1ccc2c(C)c(C(=O)N(C)CCOc3ccccc3)oc2c1C | 8% | u | -17% | 40µM* | 9 | 24% | u
CCNC(=O)N1Cc2[nH]cnc2C[C@H]1C(=O)NCc1ccccc1 | 6%[87.6 µM] | i | i | 3%[172 µM] | -8 | -9%[87.6 µM] | 4%[88.5 µM]
O=C(C1CCOCC1)N1CCC(N2C(=O)C(OCC3CC3)C23CCCCC3)CC1 (configuration not stated) | 6% | -2% | i | -1% | -2 | 6% | -5%
CC1(C)O[C@H]2C[C@@H]3[C@H]4CCC5=CC(=O)C=C[C@]5(C)[C@@]4(F)[C@@H](O)C[C@]3(C)[C@]2(C(=O)CO)O1 | 2% | x | x | x | x | 27% | u
Cn1nc(C2CCCN2)c2c(C(=O)NCc3ccc(F)cc3)cc(C3CC3)nc21 (configuration not stated) | -6% | u | u | x | 0 | 19% | -1%
COC(=O)c1ccc2nc(C[C@@H]3C[C@@H](C(C)C)[C@H](CN)C=C3C)[nH]c2c1 | -22%[87.6 µM] | u | 63µM* | 11%[172 µM] | 10 | 13%[87.6 µM] | i
CC1=C[C@@H](CNS(=O)(=O)c2ccccc2)[C@H](C(C)C)C[C@H]1Cc1nc2ccncc2[nH]1 | u | 71µM* | 79µM* | 8%[172 µM] | -2 | u | 2%[88.5 µM]
CCCCCN(CCCOC)C(=O)C(CCC(=O)O)NC(=O)c1ccc(Cl)c(Cl)c1 (configuration not stated) | -30%[23.9 µM] | x | x | x | -15 | -11%[25.6 µM] | -10%
COc1ccc(CCNC(=O)c2nc3sccn3c2-c2ccc(OC)cc2)cc1 | -27% | u | u | x | 10 | -5% | 3%
O=C(C1CC1)N1CCC(c2nn(-c3ccc(F)cc3)c(=O)[nH]2)CC1 | 4%[87.6 µM] | -21%[172 µM] | -23%[138 µM] | -14%[172 µM] | 20 | -2%[87.6 µM] | u
CS(=O)(=O)N1CCCN(C(=O)c2ccsc2)CCNC(=O)CC1c1ccccc1 (configuration not stated) | 8% | i | -10% | -7% | -5 | 24% | -2%
Cc1cccc(Cl)c1NC(=O)N1CCC2(CCCN(C(C)C)C2=O)C1 (configuration not stated) | 1% | 4% | 4% | 0% | 0 | -1% | -4%
CCOC(=O)c1ccccc1NC(=O)CN1C(=O)CC(c2ccco2)Sc2ccccc21 (configuration not stated) | -15% | x | x | x | -3 | -29% | x
Cc1ccccc1-c1cccc(CCOc2cnc3c(ccn3CC(=O)O)c2)c1 | 5%[87.6 µM] | u | -14%[138 µM] | -14%[172 µM] | -16 | -8%[87.6 µM] | 3%[88.5 µM]
O=C1c2c(nc(CNCc3cccc(Cl)c3)n2Cc2ccccc2)NCCN1Cc1ccccc1 | -7% | u | u | -2% | -3 | -8% | -4%
Cc1noc(C)c1-c1cc2c(cc(C)n2C)c(N2CCN(c3ccccn3)CC2)n1 | -7%[87.6 µM] | 63µM* | 45µM* | 4%[172 µM] | -11 | -19%[87.6 µM] | -11%[88.5 µM]
Cc1cccc(Cn2cc3c(=O)n(CC(=O)Nc4c(C)cccc4C)nc-3c3cc(F)ccc32)c1 | -8% | x | x | x | -5 | 6% | x
Cc1cccc(-c2nc3scc(CCNS(=O)(=O)c4c(C)noc4C)n3n2)c1 | u | x | x | x | -10 | -29% | x
